# AID inh: activation induced cytidine deaminase inhibition; AID deamination FRET fluorescence, UDG-coupled, 4 h; AID 1347428; Potency, µM (doses to about 115 µM), for inactives: at the highest dose activity change, negative = inhibition, hits mostly inhibitors; hit rate 0.32% among 91,000; note: nearly all actives have a fitted effect of over 25% in size
# Target sequence (Q9GZX7 whole entry, looked up): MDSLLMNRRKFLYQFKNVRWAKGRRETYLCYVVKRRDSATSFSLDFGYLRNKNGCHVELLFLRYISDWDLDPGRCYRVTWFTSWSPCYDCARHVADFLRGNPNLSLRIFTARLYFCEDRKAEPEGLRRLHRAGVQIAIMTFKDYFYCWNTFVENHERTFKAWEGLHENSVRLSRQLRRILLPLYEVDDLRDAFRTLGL
# UDG counter: UDG inhibition counter-screen. Potency, µM (doses to about 115 µM), for inactives: at the top dose activity change, negative = inhibition, usual class: inhibitors. hit rate 0.14% among 91,000. AID 1347430. FRET deamination/UDG coupled assay, UDG read, 4 h; note: nearly all actives have a fitted effect of over 65% in size
# The depositor's hits bear a star; ? = inconclusive; [ ] = another dose, or the depositor's remark. Calls come from the whole dose curve; as a rule, active = well fitted curve in the direction sought with a large enough effect; inconclusive = small, poorly fitted or top-dose-only effect, or another doubt; inactive = no such curve, though single readings can be large; an effect the other way counts as inactive or inconclusive. % is set by controls: 0 for no effect and ±100 for the full control effect; potency is the fitted concentration of half-maximal effect.
no.	Molecule	UDG counter	AID inh
1	O=C(Nc1cccnc1)C1=C(c2ccccc2)S(=O)(=O)CCO1	-1%	0%
2	O=C(CCS(=O)(=O)c1cc(Br)cc2c1N(C(=O)C1CC1)CC2)N1CCN(c2ccc(F)cc2)CC1	-5%	-12%
3	COc1ccc(S(=O)(=O)N(CCc2ccccc2)CC(=O)NCc2ccc(C)cc2)cc1	-1%	9%
4	N#CCSC1=Nc2ccccc2CS1	0%	3%
5	Cc1onc(-c2ccccc2Cl)c1-c1nc(-c2ccc(Br)cc2)no1	-9%	-19%
6	COc1ccc(Cl)cc1NC(=O)Cn1c2c(c(=O)n1-c1ccccc1)Cc1cccc(OC)c1O2	-6%	-11%
7	COc1ccc(-c2noc(CN(C(=O)c3cc(OC)c(OC)cc3OC)C(C)C)n2)cc1	-12%	?
8	CC(=O)Nc1cccc(C(=O)N(C)C(C)c2cccs2)c1 (stereo not drawn)	-5%	-8%
9	COc1cccc(CC(=O)Nc2ccc(-c3nc4ccccc4s3)cc2Cl)c1	-9%	-18%
10	COc1cc(-c2noc(-c3ccc(NC4CCCC4)c([N+](=O)[O-])c3)n2)cc(OC)c1OC	-15%	18%
11	CCCNC(=O)CN(C)Cc1nc(-c2ccccc2)oc1C	-5%	-9%
12	Cc1ccccc1NC(=O)c1ccc(F)c(S(=O)(=O)N(C)C2CCCCC2)c1	-11%	-24%
13	O=C(Nc1cccc(Br)c1)N1CCC(CN2CCCCC2)CC1	-4%	2%
14	Cc1ccc(CCNC(=O)CN2C(=O)COc3ccc(S(=O)(=O)N4CCC(C)CC4)cc32)cc1	0%[57.5 µM]	-10%
15	O=c1c2ccccc2n2c(-c3ccc(Cl)cc3)nnc2n1CCc1ccccc1	-9%	-1%
16	CN(Cc1ccccc1)c1oc(/C=C/c2ccc(F)cc2)nc1C#N	-15%	-8%
17	C/C(=N\O)c1ccc(OCCCCCOc2ccc(/C(C)=N/O)cc2)cc1	-14%	-12%
18	COC(=O)c1cc(OC(=O)c2ccccc2)cc(C(=O)OC)c1	-8%	-8%
19	CCn1c(SCc2nc(-c3ccccc3)oc2C)nc2c(=O)[nH]cnc21	-3%	-3%
20	Cc1cc(F)ccc1NC(=O)CCSc1nc(-c2ccco2)cc(C(F)(F)F)n1	-7%[57.5 µM]	-10%[57.5 µM]

no.	Molecule	UDG counter	AID inh
21	Cc1ccc2nc(CSc3nnc(NC(=O)COc4ccccc4)s3)cc(=O)n2c1	-3%	56%[activator]
22	CCc1ccccc1NC(=O)CSc1ncc2c(n1)-c1ccccc1N(Cc1ccc(C)cc1)S2(=O)=O	0%	35%[activator]
23	COC(=O)CCC1CCCC/C1=N/O (stereo not drawn)	8%	8%
24	O=C(NCc1ccccc1)c1nn(Cc2ccccc2)c(=O)c2ccccc12	-4%	-7%
25	COc1cccc2c1cc1c(=O)n(CC(=O)O)nc(C)n12	11%	2%
26	CC(CCc1ccccc1)NC(=O)CC1CC2CCC1C2 (stereo not drawn)	0%	-4%
27	CC(C)(C)c1ccc(C(=O)NC(CC(=O)O)c2ccc(C(C)(C)C)cc2)cc1 (stereo not drawn)	2%	-9%
28	CCC(C(=O)NCCc1ccccc1)n1nc(C)c2sc3ccccc3c2c1=O (stereo not drawn)	?	?
29	O=C1CCc2cc(OC(=O)c3ccc4c(c3)NC(=O)CS4)ccc2N1	-9%	-31%
30	O=Cc1cccn1-c1ccc(I)cc1	-1%	-13%
31	Cc1ccc(C(=O)N2CCN(c3nc4ccccc4o3)CC2)cc1	-4%	-4%
32	O=C(Nc1ccc(F)cc1F)c1cc(-c2ccc3c(c2)OCO3)on1	20%	3%
33	CCCNc1c(NC(=O)c2cccc(C)c2)c(=O)oc2ccccc12	-1%	-10%
34	CCOC(=O)c1sc2ccccc2c1S(=O)(=O)N1CCN(c2cc(C)ccc2C)CC1	5%	-2%
35	O=C(NNC(=O)C1CCCc2ccccc21)c1ccc(F)cc1 (stereo not drawn)	-10%	-13%
36	Cc1ccc(CCNC(=O)Cn2c(-c3cccs3)cc3ccccc32)cc1	21%	29%
37	O=C(CCn1c(=O)c2cccn2c2cccnc21)N1CCN(c2ccc(Cl)cc2)CC1	7%	2%
38	Cc1cc(Oc2nc3ccccn3c(=O)c2/C=C(\C#N)c2nc3ccccc3s2)ccc1Cl	8%[57.5 µM]	70%[activator][57.5 µM]
39	Cc1ccccc1NC(=O)c1ccc2c(c1)CCCN2S(C)(=O)=O	-7%	3%
40	Cc1cc(NC(=O)CNc2cc(S(=O)(=O)N3CCOCC3)ccc2Oc2ccc(F)cc2)no1	4%	5%

no.	Molecule	UDG counter	AID inh
41	CCOc1ccc2nc(N3CCC(C(=O)Nc4ccc(Br)cc4F)CC3)sc2c1	-9%	-5%
42	N#C/C(=C\c1ccc(OCc2ccc(Cl)c(Cl)c2)cc1)C(=O)c1ccccc1	-6%	?
43	COc1cccc(CNC2CCCCCC2)c1OC	1%	5%
44	Cc1nc2ccccc2c(C(=O)O)c1C	4%	-7%
45	Cc1cccc(NC(=O)c2ccc3nc(C(C)C)oc3c2)c1C	48%[activator]	13%
46	N#Cc1nc(-c2ccc(F)cc2)oc1NCCc1ccccc1	-6%	-7%
47	CSc1ccc(Cl)c(C(=O)OCC(=O)OC2CC(C)CCC2C(C)C)c1 (stereo not drawn)	-2%	-9%
48	CC1CCCN(c2cc3c(cc2F)c(=O)c(S(=O)(=O)c2cccc(Cl)c2)cn3C)C1 (stereo not drawn)	-8%	-24%
49	Cn1c(=O)[nH]c(=O)c2c1nc(NCCCO)n2CCOc1ccccc1	-2%	1%
50	Clc1ccc(-n2ncc3c(NC4CCCCCC4)ncnc32)cc1	0%	-3%
51	Cc1csc(NC(=O)CCNC(=O)c2ccsc2)n1	-5%	-12%
52	Cc1ccc(-n2ncc3c(N4CCCCC4)ncnc32)cc1	42%[activator]	-20%
53	COc1ccc(Nc2nc3c(S(=O)(=O)c4ccccc4)nnn3c3ccc(Cl)cc23)cc1OC	-10%	28%
54	Cc1cccc(C)c1-n1ncc(C(=O)N2CCN(c3ccccn3)CC2)c1C1CCN(C(=O)OC(C)(C)C)CC1	-3%	125%
55	COc1ccc(CN2CCc3nc(N4CCN(c5ccc(F)cc5)CC4)ncc3C2)c(OC)c1OC	-10%	?
56	CN(CCCNC(=O)c1nc2ccccc2c(=O)[nH]1)C(=O)c1ccc2ccccc2c1	6%	1%
57	Cc1cc(/C=C/C(=O)c2ccc3ccccc3c2)c(C)s1	9%	-3%
58	CCOC(=O)c1sc2ncn(CC(=O)Nc3cc(Cl)ccc3C)c(=O)c2c1C	-6%	9%
59	CCCOc1c(CN)cccc1OC	3%	6%
60	CC(=O)NC12CC3CC(C1)CC(C(=O)NCc1cccc(Cl)c1)(C3)C2	1%	-6%

# Filtered by structure, the entries above containing a cyano group.
no.	Molecule	UDG counter	AID inh
4	N#CCSC1=Nc2ccccc2CS1	0%	3%
16	CN(Cc1ccccc1)c1oc(/C=C/c2ccc(F)cc2)nc1C#N	-15%	-8%
38	Cc1cc(Oc2nc3ccccn3c(=O)c2/C=C(\C#N)c2nc3ccccc3s2)ccc1Cl	8%[57.5 µM]	70%[activator][57.5 µM]
42	N#C/C(=C\c1ccc(OCc2ccc(Cl)c(Cl)c2)cc1)C(=O)c1ccccc1	-6%	?
46	N#Cc1nc(-c2ccc(F)cc2)oc1NCCc1ccccc1	-6%	-7%

# Other entries follow.
no.	Molecule	UDG counter	AID inh
61	Cc1ccc(NC(=O)C2CCC(C(C)(C)C)CC2)cc1 (stereo not drawn)	-9%	-6%
62	O=CNNC(=S)NCc1ccccc1	-1%	-3%
63	COc1ccc(OCCOC(=O)c2[nH]c3c(c2C)C(=O)CCC3)cc1	-9%	0%
64	CCOc1ccc(NC(=O)CSc2nc(-c3cccs3)cc(C(F)(F)F)c2C#N)cc1	4%	21%
65	O=C(O)c1cc(-c2ccncc2)nc2ccccc12	3%	8%
66	CCCCCCCCCCOC1CCS(=O)(=O)C1 (stereo not drawn)	5%	-8%
67	O=C(Nc1ccc(OC(F)(F)F)cc1)c1nc2ccccc2nc1N1CCCCC1	?	?
68	N#CC(C(=O)CSc1ccc2c(c1)OCCO2)c1nc(-c2ccccc2)cs1 (stereo not drawn)	-7%	-17%
69	CC(Nc1ccc(NC(=O)c2cccc[n+]2[O-])cc1)c1ccccc1 (stereo not drawn)	-16%	23%
70	CCOc1ccc(CNC(=O)C2CCCCN2S(=O)(=O)c2ccc(F)cc2)cc1OC (stereo not drawn)	-10%[57.5 µM]	-15%[57.5 µM]
71	COC(=O)c1cc(N)ccc1N1CCOCC1	7%	21%
72	COc1cccc(C(c2sc3nc(-c4ccco4)nn3c2O)N2CCN(C)CC2)c1 (stereo not drawn)	-11%[57.5 µM]	76%[activator]
73	COc1ccc(NS(=O)(=O)c2ccc(-c3cnc(C4CC4)o3)cc2)cc1	-3%	-6%
74	CCCNc1c(NS(=O)(=O)c2ccccc2)c(=O)oc2ccccc12	11%	-11%
75	CCc1ccccc1NC(=O)CN1C(=O)COc2ccc(S(=O)(=O)Nc3ccccc3)cc21	-2%	-2%
76	Cc1cccc(C)c1-n1ncc(C(=O)NCCN2CCOCC2)c1C1CCN(C(=O)OC(C)(C)C)CC1	-1%	8%
77	CCOc1ccccc1N(CC)C(=O)Cn1ncc2c([nH]c3ccccc32)c1=O	-7%[57.5 µM]	2%
78	C(=C\c1nc2ccccc2s1)/c1cccc(Oc2ccccc2)c1	-1%	-7%
79	CC(C)c1ccc(NC(=O)Cn2c(=O)n(Cc3nc(-c4ccccc4)no3)c(=O)c3cc4c(cc32)OCO4)cc1	-26%[57.5 µM]	-2%
80	CC(C)C(=O)NC(=S)Nc1ccc(NC(=O)c2cccc(Cl)c2)cc1	-3%	1%

no.	Molecule	UDG counter	AID inh
81	Cc1cc(C)c(NC(=O)Cn2cnc3c(oc4ccccc43)c2=O)c(C)c1	10%	1%
82	CCc1ccc(NC(=O)Cc2nc(-c3[nH]c(C)c(C(C)=O)c3C)cs2)cc1	-24%	32%[activator]
83	O=C(NC1CCCC1)c1ccc2c(c1)N(Cc1ccccc1Cl)C(=O)c1ccccc1S2	6%[57.5 µM]	-15%
84	Cc1ccc(-n2ncc(C(=O)NCCN3CCN(C)CC3)c2C2CCN(C(=O)OC(C)(C)C)CC2)cc1	0%	-9%
85	NCCCCC(=O)O	-2%	7%
86	CC(C)C(NC(=O)CSc1cc(Cl)ccc1Cl)c1ccc2c(c1)OCCCO2 (stereo not drawn)	-8%	-3%
87	O=C(CN1C(=O)C2(SCC(=O)N2c2cccc(F)c2)c2ccccc21)NCc1ccccc1Cl (stereo not drawn)	6%	13%
88	Cc1ccccc1-c1noc(-c2ccc(NCc3ccco3)c([N+](=O)[O-])c2)n1	?	7%
89	Cc1ccc(S(=O)(=O)c2cn(CC(=O)Nc3ccccc3C)c3cc4c(cc3c2=O)OCO4)cc1	1%	-3%
90	CCOc1ccc(C2c3c(oc4cc(C)c(C)cc4c3=O)C(=O)N2c2ccccn2)cc1 (stereo not drawn)	4%	5%
91	COc1ccc(Nc2cc(C(=O)NCc3cccs3)c3ccccc3n2)cc1	-18%[57.5 µM]	4%
92	CCCc1nnc(NC(=O)Cc2coc3c(C)c(C)ccc23)s1	-16%	4%
93	COc1cccc(CNC(=O)CCCn2ncn3c(cc4occc43)c2=O)c1	-7%	5%
94	Cn1c(=O)n(Cc2ccccc2Cl)c(=O)c2c1nc1n2CCN1c1ccccc1	-4%	-16%
95	O=C(NCCc1ccccc1)c1nnc(Cc2cccc(F)c2)o1	-2%	7%
96	Cc1ccc(CCNC(=O)CN(c2cc(C)cc(C)c2)S(=O)(=O)c2c(C)noc2C)cc1	-12%	12%
97	Cc1ccc(Cn2c(=O)n(-c3ccc(C)cc3)c(=O)c3c2c2cc(C)ccc2n3C)cc1	-15%[57.5 µM]	1%
98	COc1ccccc1Cn1c(CNS(=O)(=O)c2ccc3c(c2)CCCC3)nc2cccnc21	-4%	28%
99	COc1ccc(-n2c(=O)c3c(c4cc(OC)ccc4n3C)n(Cc3cccc(C)c3)c2=O)cc1	2%	0%
100	COC(=O)COc1ccc2cc(-c3ccc(OC)cc3)c(=O)oc2c1	-6%	-5%

no.	Molecule	UDG counter	AID inh
101	Cc1cc(-n2c(C)cc(C(=O)CSc3nnc(COc4ccccc4Cl)n3C)c2C)no1	-13%	-16%
102	O=C(/C=C/c1ccccc1)OCCCc1ccccc1	12%	-9%
103	CCOc1cc(C=O)cc(Br)c1OC(=O)c1ccc(OC)cc1	-14%	?
104	COC(=O)C1(NC(=O)c2ccc(OC)c(OC)c2)CCCCC1	-8%	-21%
105	Cc1ccc(-c2nc(SCC(=O)NCc3ccco3)c3c(=O)n(C)c(=O)n(C)c3n2)cc1	9%	-1%
106	COc1cc(OC)c(NC(=O)CSc2nc3ccncc3[nH]2)cc1Cl	0%	12%
107	CSc1ccc(/C=C/c2nc3ccccc3n2S(=O)(=O)c2ccc(F)c(C)c2)cc1	-5%	-1%
108	Cc1ccccc1OCC(=O)Nc1ccccc1C(=O)OCc1cc(=O)n2ccsc2n1	15%	7%
109	COc1ccc(CCNC(=O)CCCn2c(=O)c3ccccc3n(CC(=O)Nc3cccc(C)c3)c2=O)cc1OC	-18%	?
110	CCc1ccc(NC(=O)C2CCCN(S(=O)(=O)c3ccc4c(c3)CCCN4C(C)=O)C2)cc1 (stereo not drawn)	0%	-6%
111	CCOC(=O)c1cc(C)n(CC2CCC(C(=O)Nc3ccc(OC)c(OC)c3)CC2)c1C (stereo not drawn)	1%[57.5 µM]	16%
112	CCS(=O)(=O)c1nc(S(=O)(=O)c2ccc(C)cc2)c(NCc2ccc(Cl)cc2)s1	-15%	-20%
113	COC(=O)c1ccc(COC(=O)Cc2coc3cc(C)ccc23)cc1	1%	-4%

# Compound activity: PubChem, National Center for Advancing Translational Sciences (NCATS)

# This is a subset. The share of hits here may be higher or lower than overall.
